Assay outcomes: PubChem BioAssay, several laboratories
Wee1 stabilizer: inhibitors of human Wee1 degradation | reporter increase, % at 5 µM | actives 1.2% (n = 220,000) | AID 1321 | HeLa Luc-Wee1K328M stability, luciferase luminescence; 100% = proteasome inhibitor MG132 effect | P30291;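 active means activation above the mean of all tested compounds plus 3 SD, set per screening run, cut at about 8.8% in these data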;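 further: cells exposed to compound for 20 h before luminescence read; 0% = DMSO alone and 100% = MG132 at 30 µM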
Target sequence (P30291 whole entry K328M): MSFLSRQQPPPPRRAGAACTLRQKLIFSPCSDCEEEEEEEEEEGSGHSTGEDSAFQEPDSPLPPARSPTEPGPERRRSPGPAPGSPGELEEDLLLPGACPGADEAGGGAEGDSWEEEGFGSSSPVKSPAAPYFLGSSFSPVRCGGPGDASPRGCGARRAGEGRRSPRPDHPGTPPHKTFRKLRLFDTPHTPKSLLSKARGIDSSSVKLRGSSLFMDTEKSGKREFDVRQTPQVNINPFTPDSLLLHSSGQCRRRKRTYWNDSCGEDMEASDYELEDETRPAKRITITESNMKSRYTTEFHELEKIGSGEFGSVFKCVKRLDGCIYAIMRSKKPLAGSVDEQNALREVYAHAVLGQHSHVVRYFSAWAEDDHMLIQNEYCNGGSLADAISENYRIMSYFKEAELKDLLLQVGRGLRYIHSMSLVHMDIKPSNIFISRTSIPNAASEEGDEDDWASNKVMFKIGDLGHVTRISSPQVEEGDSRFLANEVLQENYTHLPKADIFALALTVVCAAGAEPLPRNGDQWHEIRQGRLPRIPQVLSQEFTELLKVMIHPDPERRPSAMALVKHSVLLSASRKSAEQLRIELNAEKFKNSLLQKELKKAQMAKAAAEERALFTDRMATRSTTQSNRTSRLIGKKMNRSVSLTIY
KCC2 mod: KCC2 (human) Cl- transport modulation; Q9H2X9; actives 2.2% (n = 190,000); B-score of Tl+ flux slope (higher = more flux/activation; lower = inhibition) at 10 µM; KCC2 cells, thallium flux FluoZin-2 fluorescence; AID 1456;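 active means thallium flux slope and its plate-corrected score both differing from the plate sample mean at a set confidence after two filtering rounds, in either direction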;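 further: slope of fluorescence scaled to starting intensity during 10 to 20 s after thallium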
FXIa inh: inhibitors of human coagulation factor XIa | P03951 | purified FXIa, Boc-Glu-Ala-Arg-AMC fluorogenic substrate | inhibition, % at 5 µM | actives 0.14% (n = 220,000) | AID 798;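 active means inhibition of at least 40%; inactive means inhibition below 40%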;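 further: fluorescence of freed AMC excited at 355 nm; 0% = enzyme without compound and 100% = no enzyme blank; many of its hits are not listed in these tables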
Furin inhibitor: human furin inhibition | inhibition, % at 30 µM | actives 0.061% (n = 220,000) | AID 463115 | P09958 | purified furin, fluorogenic substrate cleavage; in the data active means inhibition above about 25%; further: inactives centre near -15
Thrombin inh: blocks human thrombin protease activity; actives 0.26% (n = 220,000); inhibition, % at 5 µM; alpha-thrombin, Boc-VPR-AMC fluorogenic substrate cleavage; AID 1046;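 active means inhibition at or above 40%; inactive means inhibition below 40%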;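 further: 0% = enzyme with no compound and 100% = wells without enzyme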
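Material: human alpha-thrombin protein. Incubation: reaction at ambient temperature. Technique: fluorescence of released AMC, ex 355 nm, em 460 nm. Control set: no-compound enzyme wells and no-enzyme blanks. Also added: Boc-VPR-AMC substrate, 15 µM final. Buffer or medium: pH 7.5 Tris (50 mM) with NaCl 150 mM, Tween 20 0.05%.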
hK5 inh: inhibitors of human kallikrein 5; inhibition, % at 5 µM; Q9Y337; actives 0.59% (n = 210,000); recombinant hK5, fluorogenic AMC substrate cleavage; AID 873;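 active means inhibition of 40% or more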;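 further: 0% = enzyme controls without compound and 100% = no-enzyme blanks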
Target sequence (Q9Y337 67-293 limits assumed): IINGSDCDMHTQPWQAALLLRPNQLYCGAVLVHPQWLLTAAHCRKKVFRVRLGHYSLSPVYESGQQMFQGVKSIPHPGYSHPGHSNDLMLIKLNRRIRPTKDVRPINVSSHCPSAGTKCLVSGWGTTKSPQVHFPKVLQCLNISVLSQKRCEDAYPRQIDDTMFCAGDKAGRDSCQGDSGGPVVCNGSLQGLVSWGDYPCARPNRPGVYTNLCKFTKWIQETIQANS
FXIIa inh: factor XIIa (human) inhibition | P00748 | purified FXIIa, Boc-QGR-AMC fluorogenic substrate, 2 h | inhibition, % at 5 µM | actives 0.3% (n = 220,000) | AID 800; in the data active means inhibition above about 40%;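 further: 0% = enzyme with no compound and 100% = blank without enzyme; many of its hits are not listed in these tables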
PERK inh: blocks human PERK kinase | Q9NZJ5 | CHO PERK-DD fusion, SEAP luminescence translation reporter | inhibition, % at 5.6 µM | actives 0.17% (n = 220,000) | AID 1416;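 active means inhibition above the mean inhibition of all tested compounds plus 3 SD, set separately per screening campaign, cut at about 2.9% in these data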;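 further: PERK kinase domain activated by AP20187 dimerizer at 100 nM; 0% = DMSO with dimerizer and 100% = rapamycin at 8.4 µM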
p97 ATPase inh: blocks human p97 ATPase activity; AID 1481; recombinant p97 ATPase, Kinase-Glo ATP luminescence, 3 h; P55072; inhibition, % at 8 µM; actives 0.42% (n = 220,000); in the data active means inhibition above about 15%;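 further: 0% = DMSO vehicle and 100% = wells lacking enzyme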
* marks the source's active call; other numbers are inactive results; . = no result given; [ ] = dose if it differs, or a comment. An unsorted share of the library, and some 4.4% of all compounds hit somewhere here.

Values in the order: Wee1 stabilizer	KCC2 mod	FXIa inh	Furin inhibitor	Thrombin inh	hK5 inh	FXIIa inh	PERK inh	p97 ATPase inh
COC(=O)c1cc(NC(=O)c2cccs2)ccc1N1CCOCC1
→ 0	-0.37	-3	-20	-10	-5	3	0.2	7
COc1ccc(NC(=O)/C(=C/c2cccnc2)NC(=O)c2cccs2)cc1
→ 6	-1.1	-3	-5	-7	-23	5	-0.5	-2
CCOc1ccccc1C(=O)Nc1ccccc1-c1ccccc1
→ -4	-0.79	1	0	10	29	35	-1.0	-9
O=C(O)c1ccc(C(=O)c2ccc3c(c2)C(=O)N(Cc2ccco2)C3=O)cc1
→ 2	-0.59	3	-16[20 µM]	-5	-2	3	1.0	0
COc1ccc(-c2nc(C#N)c(N3CCCCCC3)o2)cc1OC
→ 2	-1.6	-3	-100	-4	-24	7	-1.5	1
N#C/C(C(=O)N1CCCC1)=C1/N=C(N)c2ccccc21
→ 0	-0.39	8	-2	-2	-14	1	0.3	4
Cc1ccc(Nc2nc(N)nc(CN3CCN(Cc4ccc5c(c4)OCO5)CC3)n2)c(C)c1
→ 3	-0.051	-10	-27	-5	-1	-8	-1.3	7
COCCNC(=O)C(C)N(c1ccc(Oc2ccccc2)cc1)S(C)(=O)=O (stereo unspecified)
→ -1	-0.61	3	-28[20 µM]	-6	-3	12	-0.3	2
Cc1ccc(OCC(=O)NC(=S)Nc2cccc(NC(=O)c3ccc(Cl)cc3Cl)c2)cc1
→ -2	-0.47	4	-15	-4	-7	9	0.8	3
COc1cccc2oc(-c3ccco3)cc(=O)c12
→ -2	0.56	7	-7	3	-4	16	1.0	5
CCCC1=[N+](CC(=O)c2ccc(C)cc2)CCn2cccc21
→ 0	-0.32	4	-8	-2	-2	6	-0.6	3
CC(C)NC(=O)CN1CCN(C(=O)CCl)CC1
→ 2	0.58	2	-31	-1	-2	1	0.7	6
Cc1c(CCC(=O)O)c(=O)oc2cc3occ(-c4ccccc4)c3cc12
→ -3	-4.5	8	-10	0	0	7	1.4	8
CC1CCCCC1NC(=O)Cn1ncc2ccccc21 (stereo unspecified)
→ 2	-0.026	-2	-16	-3	2	6	1.3	5
Cn1ncc2c1ncn1nc(CCc3ccccc3)nc21
→ 8	.	8	-29	0	0	9	1.1	10
CCOc1ccc(C(=O)N2CCCC2C(=O)O)cc1 (stereo unspecified)
→ -2	1.4	31	-15	1	-1	5	1.8	0
Nc1nnn(CC(=O)N/N=C/c2ccncc2)n1
→ -1	0.048	-4	-21	-4	-2	2	2.3	4
CCN(CC)C(=S)Nc1ccc([N+](=O)[O-])cc1
→ -1	0.5	9	4	0	-16	14	0.0	2
Cc1ccc(-c2cc(C(=O)NCCc3ccc(S(N)(=O)=O)cc3)c3ccccc3n2)cc1
→ 0	-0.36	-1	-25	-1	-7	3	-0.8	-2
O=C(N/C(=C\c1ccc(-c2ccccc2)o1)C(=O)N1CCOCC1)c1ccccc1
→ -2	-7.3*	-4	7	-4	-2	6	-1.2	-7
Cc1cc(=O)oc(C)c1C(=O)NCCNC(=O)c1c(C)cc(=O)oc1C
→ 2	.	0	-21	-4	-4	7	0.7	3
CCOC(=O)c1[nH]c(C(=O)O)c(CCN(CC)CC)c1C
→ 2	0.76	-2	-6	2	-6	20	0.0	2
O=C(Nc1cccc(C(=O)N2CCCC2)c1)c1ccccc1Cl
→ 0	.	-15	-8[20 µM]	-5	-1	-2	-3.3	-7
O=C(COC(=O)c1cc(NS(=O)(=O)c2cccs2)ccc1O)Nc1cc(Cl)ccc1Cl
→ -2	0.17	1	-24	-5	-5	3	1.9	7
CC(=O)c1ccc(N2CCN(C(=O)c3ccc(NC(=O)C4CCCO4)cc3)CC2)cc1 (stereo unspecified)
→ -1	0.32	5	0	-6	-13	17	0.1	1
COc1cccc(C2(O)CCN(CC(=O)NCC3CC3)CC2)c1
→ -1	1.4	-7	-21	3	-13	1	1.6	1
CC1Cc2nc(SCC(=O)NCCc3ccccc3)n(C)c(=O)c2S1 (stereo unspecified)
→ -1	-0.6	8	-23	-4	1	18	0.6	4
Cc1onc(-c2ccccc2)c1C(=O)NCc1ccc2c(c1)OCO2
→ -1	.	12	-11	11	24	4	0.8	6
CC(C)c1ccc(NC(=S)Nc2ccc(OC(F)(F)F)cc2)cc1
→ -1	0.57	4	-21	3	26	11	-0.2	1
CN(C(=O)CN1C(=O)c2ccccc2S1(=O)=O)c1ccccc1C(=O)O
→ 0	1.3	2	-2[20 µM]	-9	0	3	0.8	0
CNc1ccccc1C(C)(C)c1cc(-c2cccc(Br)c2)no1
→ -3	0.15	-3	-20	-5	.	6	1.1	-2
Cc1sc(-c2cccnc2)nc1OC(=O)C1CC1
→ -3	-2	-4	-8	-5	-1	.	1.0	0
CCOc1ccc2nc(NC(=O)C3=NN(c4ccccc4)C(=O)CC3)sc2c1
→ -2	-0.99	-2	-5	-6	-7	7	-0.4	0
CC(=O)N/C(=C/c1ccc2c(c1)OCO2)C(=O)NCCCO
→ 1	0.22	3	-10[20 µM]	-1	-13	7	-0.2	0
Cc1cccc(-c2nnn3c2nc(NCCc2ccc(S(N)(=O)=O)cc2)c2ccccc23)c1
→ 2	-0.59	-2	-11	-12	-30	-1	0.2	6
COc1cccc(/C=N/Nc2cc(Cl)nc(C)n2)c1O
→ -2	0.23	13	-4	2	17	13	0.2	-2
COc1ccc(N/C(=C(/C(Cl)=C(Cl)Cl)[N+](=O)[O-])n2nnc3ccccc32)cc1OC
→ -1	-1.7	11	-17[20 µM]	11	7	23	1.0	4
COc1ccc2c(-c3ccccc3)cc(SCC(N)=O)nc2c1
→ 0	0.32	2	-25	2	3	8	1.2	-1
C=CCN(Cc1nc(-c2cc(OC)c3c(c2)OCO3)oc1C)C1CCS(=O)(=O)C1 (stereo unspecified)
→ -2	0.34	-6	-15	-18	-6	2	0.6	3
CSc1nc2n(n1)C(c1cc(Br)ccc1F)C(C(=O)N(C)C)=C(C)N2 (stereo unspecified)
→ -2	0.89	2	-4	1	-7	18	1.1	4
O=C(CSCCc1ccccn1)Nc1cccnc1Cl
→ 1	-0.064	4	-27[20 µM]	2	-3	14	0.1	3
Cc1ccc(C(=O)c2cc(C)sc2NC(=O)CN2CCN(C(=O)c3ccco3)CC2)cc1
→ 8	.	3	-9	3	4	13	-0.9	2
CCn1c(SCC(=O)Nc2nc(-c3ccccc3)cs2)nnc1-c1ccccc1O
→ -3	0.18	2	-6[20 µM]	2	4	17	0.3	6
CCOC(=O)N1CCN(c2c(N3CCN(c4ccc(OC)cc4)CC3)c(=O)c2=O)CC1
→ -2	0.47	3	5	-3	-5	13	0.0	-1
O=C(NCc1nnc(SC/C=C/c2ccccc2)o1)c1ccco1
→ -1	.	-5	-15[20 µM]	1	-17	10	-0.3	2
Cc1cc[n+](-c2nc3ccccc3nc2[N-]S(=O)(=O)c2cccs2)cc1C
→ 1	1.8	1	-1	-2	-6	10	0.6	2
CCC(C)Sc1nc2c(c(=O)[nH]c(=O)n2C)n1CC(O)COc1cccc2ccccc12 (stereo unspecified)
→ 0	1.4	1	-30	6	-12	17	0.3	3
O=C1OC(N2CCN(c3ccccn3)CC2)c2ccccc21 (stereo unspecified)
→ 0	.	-3	-27[20 µM]	-2	6	5	0.5	5
Cc1nc(-c2ccccc2)[nH]c(=O)c1Oc1ccc(Cl)cc1Cl
→ -4	1.2	2	-19	-4	3	8	0.9	4
O=C1CC(c2ccco2)CC(O)=C1C=NCCO (stereo unspecified)
→ 0	-0.1	3	-23	-3	-3	13	0.7	0
O=C(Nc1cc(Cl)ccc1Cl)c1noc2c1CCCC2
→ .	-0.32	-2	-36	-10	-2	1	.	.
NC(N)=NC(N)=Nc1ccc(SC(F)(F)F)cc1
→ 2	-0.46	14	-8	5	2	30	-1.9	0
O=C(NCc1ccccn1)c1ccc2c(c1)N(Cc1ccccc1)CCS2
→ 0	-1.9	-7	-8	-17	-8	-8	-1.1	2
Cc1cc(C)n(C2CC(=O)N(c3cccc(Cl)c3)C2=O)n1 (stereo unspecified)
→ 2	-0.034	-2	-24	-2	1	5	1.3	5
Cc1ccc(S(=O)(=O)N2CC3CCC2C3)cc1 (stereo unspecified)
→ -2	.	-5	4	-9	-12	14	0.7	0
Cc1cc(=O)n2nc(-c3ccc(C(F)(F)F)cc3)sc2n1
→ 1	-0.68	-2	-15[20 µM]	-4	5	8	0.5	1
COC(=O)c1ccc(NC(=S)NCCc2ccc(OC)cc2)cc1
→ 2	-0.043	-3	-32	-9	-2	4	-0.4	-2
COc1ccc(NS(=O)(=O)c2ccc(NC(=S)NC(=O)C(C)C)cc2)cc1
→ -1	.	-8	-25[20 µM]	-7	-3	-7	1.2	4
Cn1nnc2cc(C(=O)NCc3ccco3)ccc21
→ 1	-0.22	-3	-18[20 µM]	-13	-35	6	-0.6	-3
S=C(N/N=C/c1ccccc1)N1CCOCC1
→ 3	16*	8	-5	0	-52	7	0.2	-2

More results:
Values in the order: Wee1 stabilizer	KCC2 mod	FXIa inh	Furin inhibitor	Thrombin inh	hK5 inh	FXIIa inh	PERK inh	p97 ATPase inh
CCn1c(SCC(=O)Nc2nc3ccc(OC)cc3s2)nnc1-c1ccoc1C
→ -1	-2.1	3	-14	2	-4	4	-1.0	2
O=C(O)/C(=C1\OC(=O)c2ccccc21)c1ccccc1
→ -2	0.71	-4	-14[20 µM]	-4	-11	5	0.5	2
COc1ccc(C(=O)CSc2nnc(-c3ccco3)c(-c3ccco3)n2)cc1
→ 3	-0.75	2	3	-6	-8	0	-0.2	0
O=C(NCCCN1CCN(CCCNC(=O)c2ccc(F)cc2)CC1)c1ccc(F)cc1
→ 3	-0.07	2	-29[20 µM]	3	2	17	1.0	3
